ASM inhibitor = inhibitors of human secretory acid sphingomyelinase; P17405; placental ASM, HMU-PC fluorogenic substrate, 60 min; 340,000 tested, 0.006% active; AID 504937; Potency, µM (series often up to 57.5 µM), without a hit: at the top dose activity change, negative = inhibition, most hits filed as inhibitors; active = well fitted inhibition curve with a large enough effect; inconclusive = small, poorly fitted or top-dose-only effect; inactive = no such curve, though single readings can be large or run the other way; note: potency is the fitted concentration of half-maximal effect
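Fluorescence read-out (Ex 386 nm, Em 447 nm) after stopping the reaction at pH 10. Enzyme: ASM from human placenta; substrate HMU-PC0, 9 uM final; 60 min, 37 °C. Compound preincubation 10 min, ambient temperature.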
KCNH2 WT inh = KCNH2 (human, wildtype) channel inhibition | Q12809 | U2OS, BacMam KCNH2, thallium flux FluxOr; active compounds read low | activity change, % at 1.84 µM | 340,000 tested, 0.37% active;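 active = maximum activity change below -70%; inconclusive = maximum activity change between -70% and -50%; inactive = maximum activity change above -50%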; note: % is set by controls: 0 for no effect and ±100 for the full control effect
Target sequence (Q12809 whole entry, looked up): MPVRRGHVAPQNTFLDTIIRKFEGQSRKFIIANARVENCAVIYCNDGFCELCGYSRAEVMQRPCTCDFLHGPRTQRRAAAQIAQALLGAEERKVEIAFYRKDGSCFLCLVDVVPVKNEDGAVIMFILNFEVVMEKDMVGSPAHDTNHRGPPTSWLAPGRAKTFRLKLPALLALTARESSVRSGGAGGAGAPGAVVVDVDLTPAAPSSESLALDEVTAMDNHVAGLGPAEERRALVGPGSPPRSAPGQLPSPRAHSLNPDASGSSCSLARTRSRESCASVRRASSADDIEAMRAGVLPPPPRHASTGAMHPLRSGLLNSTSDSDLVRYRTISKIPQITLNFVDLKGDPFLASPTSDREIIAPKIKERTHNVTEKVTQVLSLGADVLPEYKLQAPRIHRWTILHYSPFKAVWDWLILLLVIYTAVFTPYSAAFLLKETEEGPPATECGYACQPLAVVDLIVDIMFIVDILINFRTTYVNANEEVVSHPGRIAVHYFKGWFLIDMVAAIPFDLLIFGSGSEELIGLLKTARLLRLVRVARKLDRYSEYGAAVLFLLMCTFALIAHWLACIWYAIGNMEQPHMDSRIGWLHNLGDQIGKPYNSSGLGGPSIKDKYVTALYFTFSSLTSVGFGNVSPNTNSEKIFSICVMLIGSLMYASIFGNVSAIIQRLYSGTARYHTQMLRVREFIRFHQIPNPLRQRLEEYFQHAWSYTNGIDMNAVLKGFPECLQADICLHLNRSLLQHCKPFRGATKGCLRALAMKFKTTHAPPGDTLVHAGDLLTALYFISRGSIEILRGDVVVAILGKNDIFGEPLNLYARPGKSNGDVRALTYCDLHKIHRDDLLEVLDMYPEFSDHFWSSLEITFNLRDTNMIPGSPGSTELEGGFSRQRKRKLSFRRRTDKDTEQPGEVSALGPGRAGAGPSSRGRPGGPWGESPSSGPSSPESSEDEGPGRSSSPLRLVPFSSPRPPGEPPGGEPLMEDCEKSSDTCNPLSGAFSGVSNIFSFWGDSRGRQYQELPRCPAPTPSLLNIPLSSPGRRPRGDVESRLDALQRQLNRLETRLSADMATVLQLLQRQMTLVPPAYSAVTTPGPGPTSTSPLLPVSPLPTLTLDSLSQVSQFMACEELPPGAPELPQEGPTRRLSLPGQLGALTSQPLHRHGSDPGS
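U2OS cells were transduced with wild-type KCNH2 virus (2.03 x 10^8 / mL) for 4 h at room temperature, then cultured overnight at 37 C. Thallium flux was read with FluxOr dye. Rate constants were normalized to DMSO controls.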
The depositor's hits bear a star; ? = inconclusive; . = no result given; [ ] = dose if it differs, or a comment. The list is partial (hit frequency here may not be typical).

SMILES	ASM inhibitor	KCNH2 WT inh
O=C(O)c1cccc2c1C(=O)N(c1ccc3c(c1)Cc1ccccc1-3)C2=O	8%	2
CCOc1ccc2[nH]c(=O)c(CN(CCCN3CCOCC3)C(=O)Nc3ccc(F)cc3)cc2c1	1%	15
O=C(C(c1ccccc1)C(O)(c1ccccc1)c1ccccc1)N1CCOCC1 (stereo not given)	14%	-6
COc1ccccc1N1CCN(CC(=O)Nc2cc(C)nn2-c2nc(C)cc(C)n2)CC1	5%	4
COc1ccc(N=[N+]([O-])c2ccc(OC)cc2)cc1	11%	-5
O=P(CCc1ccccc1)(c1ccccc1)c1ccccc1	-3%	7
N#C/C(=C/C1=C(N2CCOCC2)C(=C/c2ccccc2)/CC1)C(=O)Nc1ccccc1F	-6%	-13
COc1ccc(CCNC(=O)c2cc(-c3ccco3)nc3ccccc23)cc1	140%[activator]	8
O=C(CCCCC(=O)NN=Cc1ccc(Cl)cc1)NN=Cc1ccc(Cl)cc1	-1%	3
O=C(Cc1ccc(NC(=O)C2CCN(C(=O)c3ccccc3)CC2)cc1)Nc1cccc(C(=O)N2CCCCC2)c1	2%	6
Cc1ccc(-c2csc(N)n2)cc1	-2%	-7
O=C(C1=C(O)C(=O)N(CCN2CCOCC2)C1c1ccccc1)c1cccs1 (stereo not given)	-1%	-5
CC(=O)N[C@H]1[C@H]([C@H](O)[C@H](O)CO)OC(C(=O)O)=C[C@@H]1O	3%	-10
Cc1cc(C)c2c(ccc3ccccc32)n1	-1%	14
C#CCOCCOCCOCCNc1nc(N2CCN(C(=O)Cn3cc(CC(C)O)nn3)CC2)nc(N2CCN(C(=O)[C@H]([C@@H](C)CC)n3cc(CCCCN)nn3)CC2)n1 (stereo not given in full)	7%	2
CCN(CC)CCNC(=O)c1nn(-c2ccc(Cl)cc2)c2c1CCc1cc(OC)ccc1-2	-13%	-47
O=C(Cc1ccc(NC(=O)C2CCN(C(=O)C3CCC3)CC2)cc1)Nc1cccc(C(=O)N2CCCC2)c1	6%	4
CC(C)[C@H]1COCCS(=O)(=O)N1Cc1ccccc1	-3%	-4
CCOc1ccccc1C(=O)Nc1ccc2nc(N3CCN(c4ncccn4)CC3)cc(C)c2c1	190%[activator]	1
O=C1CC(N2CCN(S(=O)(=O)c3ccccc3F)CC2)C(=O)N1c1ccccc1F (stereo not given)	-3%	15
CC(C(=O)O)n1cc(C#N)c(=O)[nH]c1=O (stereo not given)	2%	7
COC(=O)C1CC2=C(CCCC2=O)N(Cc2ccccc2)C1=O (stereo not given)	4%	-3
O=C1CCC(c2ccccc2)N1c1ccccc1 (stereo not given)	1%	2
Cc1cc(C(=O)Nc2ccon2)ccc1[N+](=O)[O-]	3%	3
O=C(CC(=O)c1cccs1)c1ccncc1	-3%	0

(further entries)
SMILES	ASM inhibitor	KCNH2 WT inh
CC(C)n1c(CNC(=O)c2ccccc2F)nnc1SCC(=O)c1ccc(F)cc1	-2%	-2
COc1ccccc1C(CNC(=O)c1cccc(S(=O)(=O)Nc2ccc(F)cc2)c1)N1CCCC1 (stereo not given)	11%	4
Cc1cccc(CN2[C@@H](CC(C)C)COCCS2(=O)=O)c1	-3%	0
O=C1c2ccccc2C(=O)C12OC(c1ccccc1)C1(C(=O)c3ccccc3C1=O)C2c1ccc([N+](=O)[O-])cc1 (stereo not given)	3%	-17
OCc1cccc[n+]1CCc1ccccc1	-1%	2
CSC(=Nc1ccccc1)N=C(SCc1ccccc1)N(C)C	3%	?
Cn1c(=O)c(S(=O)C2CCCCC2)c(O)c2ccccc21 (stereo not given)	6%	-4
CC1CN(Cc2nc3c(c(=O)n(C)c(=O)n3C)n2CCCc2ccccc2)CC(C)O1 (stereo not given)	-1%	4
COc1cccc(C2=CC(=O)C(C(C)(C)C)N2C(C)(C)C)c1 (stereo not given)	-4%	1
CCOc1ccc(C=NN2CCCCCC2)cc1OCC	0%	4
CN(N=O)c1ccc(C=C2C=Cc3ccccc32)cc1	-17%	2
Cc1ccc(C2=NOC(C)(c3nnc(-c4ccncc4)o3)C2)cc1 (stereo not given)	-6%	-10
O=C(COc1ccc(Br)cc1)NNC(=O)Cc1ccc(S(=O)(=O)N2CCOCC2)s1	-1%	4
CN1C(=O)C(CC#N)(C2(CC#N)C(=O)N(C)c3ccccc32)c2ccccc21 (stereo not given)	-1%	-14
COc1cc(C=c2c3ccccc3n3c2cc(-c2ccccc2)[n+]3C)cc(OC)c1OC	-9%	0
O=C(O)C(Cc1ccc(O)c([N+](=O)[O-])c1)N1C(=O)c2ccccc2C1=O (stereo not given)	0%	-16
Clc1ccc(C=NN2CCCCCC2)c(Cl)c1	-6%	-5
CN(C)CC1CCC/C(=C\c2ccc(OC(=O)/C=C/c3ccc(Cl)c(Cl)c3)cc2)C1=O (stereo not given)	-4%	8
O=C(OCc1ccccc1)N1CCC2CC1c1cc(N3CCCCC3)ccc12 (stereo not given)	-9%	6
CCN(CC)CCNc1ccc(C)c2sc3ccc(O)cc3c(=O)c12	?	19
C#CCN1[C@@H]2CCN(C2)c2cc(Br)ccc2S1(=O)=O	-3%	-9
CCOc1cc(C(=O)NCC(C)(C)CNC(=O)c2cc(OCC)c(OCC)c(OCC)c2)cc(OCC)c1OCC	-1%	3
CCOC(=O)CC1(C)NC(C(=O)O)C(C)(C)S1 (stereo not given)	-3%	-1
O=C(NN=Cc1c(O)ccc2ccccc12)c1ccncc1	-10%	-9
O=C(COc1cccc(C(F)(F)F)c1)Nc1cccc(S(=O)(=O)NC2=NCCCCC2)c1	-3%	7

More structures.
SMILES	ASM inhibitor	KCNH2 WT inh
CC(=O)Nc1ccc(S(=O)(=O)NN=CCCc2ccccc2)cc1	-3%	6
COc1ccc(C2C(C(C)=O)=C(C)N=c3s/c(=C\c4ccc5c(c4)OCO5)c(=O)n32)c(OC)c1 (stereo not given)	-20%	2
O=C(NCc1cccc(C(F)(F)F)c1)C1CC2Cn3c(nc4ccccc43)C2N1Cc1ccccc1 (stereo not given)	0%	-3
Nc1ccc(C(=O)Nc2ccc3cc(S(=O)(=O)O)ccc3c2)cc1	8%	-6
COc1c2c(cc(O)c1C(C)=O)OC(C)(C)C=C2	2%	3
Cc1sc2ncnc(N3CCC(C(=O)NNC(=O)COc4ccc(Cl)cc4)CC3)c2c1C	9%	25
COc1ccccc1NC(=O)NNC(=O)c1ccncc1	1%	-7
O=c1[nH]c(=S)[nH]c2scc(-c3ccc(Br)cc3)c12	2%	-3
CC(C)CSc1nc(N)nc2c1ncn2C1OC(CO)C(O)C1O (stereo not given)	1%	-1
O=C(O)c1cc(-c2ccccc2)nn1CC1CC(c2cccc([N+](=O)[O-])c2)=NO1 (stereo not given)	1%	11
CC1(C)C2CCC1(C)C(SC(=N)N)C2 (stereo not given)	0%	0
CC1CC=CCC1(CO)CO (stereo not given)	-1%	1
CN(CCNC(=O)C1CC(=O)N(C2CCCC2)C1)Cc1ccccc1 (stereo not given)	7%	2
O=C(Nc1ccnn1C1CCNCC1)c1ccc2c(c1)OCO2	-2%	-5
C=CCn1c(=O)n(C)c2c(=O)n(C)c(=O)n(C)c21	8%	0
O=C(NCCc1ccccc1)C1CCC(Cn2c(=O)c3ccccc3n(Cc3cccc(Cl)c3)c2=O)CC1 (stereo not given)	-1%	5
O=C1CCC(C(=O)OCC(=O)N2N=C3/C(=C\c4ccccc4)CCCC3C2c2ccccc2)N1 (stereo not given)	-4%	9
O=C(NCc1ccccc1)c1ccc(NC(=O)C2CCCC2)cc1	0%	4
O=C(CC(O)(CC(=O)OCc1ccccc1)C(=O)OCc1ccccc1)OCc1ccccc1	-4%	-4
Nc1ccc(Cc2ccc([N+](=O)[O-])cc2)cc1	-2%	1
COC(=O)/C=C/c1ccc2c(c1)S(=O)(=O)N(c1cccc(OC)c1)[C@H]2CC(=O)OC	-5%	2
CCN(CC)CCNC(=O)c1ccc(NC(=O)Cc2ccc(OC)c(S(=O)(=O)N3CCOCC3)c2)cc1	7%	2
CCO[C@@H]1OC(C(=O)N2CCOCC2)=C[C@H](C(C)(C)C)[C@H]1CCCO	2%	-1
CCC(=O)N=c1sc2c(OC)ccc(OC)c2n1C	-5%	-6
CC(=O)Nc1ccc(Oc2nc(-c3cccnc3)nc3sc4c(c23)CCCC4)cc1	6%	-5

Filtered by structure: the entries above containing an aryl thioether with sulfur outside any ring
SMILES	ASM inhibitor	KCNH2 WT inh
CC(C)n1c(CNC(=O)c2ccccc2F)nnc1SCC(=O)c1ccc(F)cc1	-2%	-2
CC(C)CSc1nc(N)nc2c1ncn2C1OC(CO)C(O)C1O (stereo not given)	1%	-1

Continuation.
SMILES	ASM inhibitor	KCNH2 WT inh
c1ccc(-c2nc(C3CCCCC3)c3sccc3n2)cc1	-12%	-3
O=c1[nH]c(=S)n(-c2ccc(Br)cc2)c2ncccc12	2%	-3
O=C(NN=Cc1ccc2c(c1)OCO2)c1ccccc1	7%	-2
Nc1ccc2cc3[nH]c4cc(N)ccc4c3nc2c1	.	-4
Cc1ccc(C)c(NC(=O)C2CCCC2)c1	4%	2
Cn1c(=O)[nH]c(=O)c2c1nc(N1CCNCC1)n2CCOc1ccccc1	1%	-1
Cc1ccc(S(=O)(=O)c2ccc([N+](=O)[O-])o2)cc1	0%	-22
CC1CN(Cc2nc3c(c(=O)n(C)c(=O)n3C)n2CCc2ccccc2)CC(C)O1 (stereo not given)	2%	-6
COCOc1cc(O)c(C(=O)/C=C/c2ccc(OCOC)c(OCOC)c2)c(OCOC)c1	9%	9
CC1(C)OC2CC3C4CCC5=CC(=O)CCC5(C)C4(F)C(O)CC3(C)C2(C(=O)CO)O1 (stereo not given)	5%	-3
COc1cc(OC)cc(C(=O)NCCCCNC(=O)c2cc(OC)cc(OC)c2)c1	6%	3
Cc1ccc(C)c(-n2c(Cc3cc(=O)[nH]c(=O)[nH]3)nnc2SCC(=O)NCc2ccco2)c1	2%	31
O=C(O)C1CC(C(=O)O)SS1 (stereo not given)	9%	0
CCCCn1c(CN(Cc2ccccc2)Cc2ccccc2)nc2c1c(=O)n(C)c(=O)n2C	-5%	4
CC1(C)Nc2ccccc2C(=O)N1c1ccc(Br)cc1	154%[activator]	-5
COc1cccc(NC(=O)c2nn(C)cc2Br)c1	-1%	-2
COc1ccc(C(=O)COc2ccc(C(C)=O)cc2OC)cc1OC	1%	-4
Nc1nonc1-n1nnc(C(=O)N/N=C/c2ccccc2F)c1CN1CCOCC1	-1%	-1
O=[N+]([O-])c1ccccc1Nc1cccc(F)c1	-10%	-15
O=C(O)C1OC1(c1ccccc1Cl)c1ccccc1Cl (stereo not given)	4%	2
CN(C(=O)Nc1cccc([N+](=O)[O-])c1)c1ccccc1	3%	-3
C[C@@H]1CCC[C@]2(O[C@@H](CCO)C[C@@H](O)[C@@H]2O)O1	3%	2
O=C(NCCCN1CCOCC1)c1cccc(NC(=O)c2ccccc2)c1	6%	1
O=C1NC(=S)NC(=O)C1=Cc1ccccc1C(=O)O	0%	0
CC(=O)OCC(=O)C1(O)CCC2C3CC(C)C4=CC(=O)CCC4(C)C3C(O)CC21C (stereo not given)	3%	-2

Further structures follow.
SMILES	ASM inhibitor	KCNH2 WT inh
O=C1C2CCCN2C(=O)N1CCN1CCN(c2cccc(C(F)(F)F)c2)CC1 (stereo not given)	3%	33
CCOc1ccc(NC(=O)CN(C)C(=O)c2ccc3c(c2)S(=O)(=O)N=C2CCCCCN23)cc1OCC	0%	-2
CCCc1nnc(NS(=O)(=O)c2ccc(C)cc2)o1	-1%	-7
CCC(c1nnc(SCC(=O)NCC2CCCO2)n1Cc1ccccc1)N(C)C (stereo not given)	3%	3
CC1(C)CC2(CCO1)N1CC3(C)CN2CC(C)(C1)C3=O (stereo not given)	2%	6
CN1C[C@@H]2[C@@H]3C(=O)N(Cc4ccccc4)C(=O)[C@@H]3[C@](C)(C1=O)N2C(=O)c1ccc(F)cc1	0%	-1
CC1=C(O)C(=O)C(C2=C(O)C(=O)C(C)=C(O)C2=O)=C(O)C1=O	2%	0
O=C1NC(=O)c2c(Br)c(Br)c(Br)c(Br)c21	1%	-1
CC1=C(N2CCCCC2)CCC1=O	3%	-2
COc1ccc(OC)c(-c2cc(C(=O)N/N=C/c3ccc(F)cc3)c3ccccc3n2)c1	-4%	-6

Some of the entries so far, with each value named.
CN1C[C@@H]2[C@@H]3C(=O)N(Cc4ccccc4)C(=O)[C@@H]3[C@](C)(C1=O)N2C(=O)c1ccc(F)cc1
- ASM inhibitor: 0%
- KCNH2 WT inh: -1

CC1=C(O)C(=O)C(C2=C(O)C(=O)C(C)=C(O)C2=O)=C(O)C1=O
- ASM inhibitor: 2%
- KCNH2 WT inh: 0

Assay outcomes as filed in PubChem BioAssay.
